Screens deposited in PubChem by National Center for Advancing Translational Sciences (NCATS).
15-hLO-2 inh: 15-hLO-2 (ALOX15B) enzyme inhibition; purified 15hLO-2, xylenol orange hydroperoxide absorbance; AID 881; O15296; Potency, µM (doses to about 57.1 µM), without a hit: at the top dose activity change, negative = inhibition, most hits filed as inhibitors; actives 0.56% (n = 110,000); note: potency is the fitted concentration of half-maximal effect; nearly all actives have a fitted effect of over 60% in size; many of its hits are not listed in these tables
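Screening format was qHTS against 50 nM purified 15hLO-2 in Hepes pH 7.5 with detergent. Activity follows hydroperoxide formation from 45 uM arachidonic acid, measured as 573:405 nm absorbance ratio of the ferric-xylenol orange complex.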
ALOX12 inhib: inhibitors of human 12-lipoxygenase (ALOX12); AID 1452; Potency, µM (series often up to 57.1 µM), without a hit: at the highest dose activity change, negative = inhibition, actives largely listed as inhibitors; P18054; actives 0.12% (n = 150,000); purified 12-hLO, xylenol orange hydroperoxide absorbance; note: potency is the fitted concentration of half-maximal effect; nearly all actives have a fitted effect of over 55% in size; many of its hits are not listed in these tables
Target sequence (P18054 whole entry, looked up): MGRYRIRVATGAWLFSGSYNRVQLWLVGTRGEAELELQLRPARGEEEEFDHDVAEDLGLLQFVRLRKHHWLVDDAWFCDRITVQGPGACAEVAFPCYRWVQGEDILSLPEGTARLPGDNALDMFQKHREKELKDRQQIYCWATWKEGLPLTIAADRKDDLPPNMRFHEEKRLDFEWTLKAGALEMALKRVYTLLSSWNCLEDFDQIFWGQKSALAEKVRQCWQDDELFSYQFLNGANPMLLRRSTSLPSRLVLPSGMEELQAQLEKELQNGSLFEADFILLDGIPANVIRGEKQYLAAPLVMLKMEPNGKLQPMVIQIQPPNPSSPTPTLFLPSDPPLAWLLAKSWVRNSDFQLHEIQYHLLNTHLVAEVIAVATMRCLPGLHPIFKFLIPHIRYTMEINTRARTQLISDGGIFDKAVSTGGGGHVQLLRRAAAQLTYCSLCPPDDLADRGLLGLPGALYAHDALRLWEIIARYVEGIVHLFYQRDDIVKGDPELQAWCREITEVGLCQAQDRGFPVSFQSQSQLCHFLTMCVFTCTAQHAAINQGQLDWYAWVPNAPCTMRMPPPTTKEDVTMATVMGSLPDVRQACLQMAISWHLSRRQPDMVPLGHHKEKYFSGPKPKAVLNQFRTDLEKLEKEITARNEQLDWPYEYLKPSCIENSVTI
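Lipoxygenase turnover measured by absorbance at 573 and 405 nm after Fe-XO development. Human 12hLO 150 nM, arachidonate 40 uM, pH 7.0 Hepes buffer with detergent; 15 min compound preincubation, 30 min reaction.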
IMPase cell inh: cell-permeable inhibitors of inositol monophosphatase (IMPase); 120,000 tested, under 10 active; P97697; inhibition (IP1 accumulation), % at 46.1 µM; CHO-M1 cells, IP1 accumulation, HTRF TR-FRET ratio; active = well fitted curve in the direction sought with a large enough effect in the signal ratio, not every such curve was filed as active; inconclusive = small, poorly fitted or top-dose-only effect, or a change in a side signal; inactive = no such curve, though single readings can be large or run the other way; the % refers to the signal ratio;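 note: cells stimulated with carbachol in lithium chloride buffer; plate controls were DMSO basal wells for no effect and reference inhibitor wells for full effect; higher means more IMPase inhibition seen as more IP1 and lower FRET ratio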
Target sequence (P97697 whole entry, looked up): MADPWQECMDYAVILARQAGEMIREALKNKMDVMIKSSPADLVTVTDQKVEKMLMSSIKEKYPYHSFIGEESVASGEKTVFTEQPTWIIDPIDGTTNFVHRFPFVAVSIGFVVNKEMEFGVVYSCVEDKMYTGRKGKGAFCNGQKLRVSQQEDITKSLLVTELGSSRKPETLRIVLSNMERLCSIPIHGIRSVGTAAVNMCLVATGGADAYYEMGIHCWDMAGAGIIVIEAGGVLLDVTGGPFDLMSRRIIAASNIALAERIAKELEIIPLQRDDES
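In this qHTS, compounds (final up to 46 uM) act on CHO-M1 cells that are then activated through the M1 receptor with carbachol, in pH 7.4 buffer containing 50 mM LiCl, for 30 min. IP1 accumulation is quantified by the IP-One immunoassay.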
PNC inhibitor: inhibitors of perinucleolar compartment assembly. PC3M PTB-GFP, PNC prevalence imaging, 16 h; active compounds read low. activity change (PNC), negative = inhibition, % at 10 µM. actives 3.1% (n = 140,000). AID 2417;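 active = readout at or below -70, meaning at least 70% loss of cells showing the perinucleolar compartment, a nuclear body marking cancer cells; inconclusive = readout between -30 and a set limit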;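 note: plate controls were DMSO wells for no effect and camptothecin positive control wells for full effect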
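PC3M cells stably expressing PTB-GFP, 750–1000 cells/well, treated 16 h at 37 °C with compound (23 nl of library stock), in duplicate. After paraformaldehyde fixation and Hoechst stain, imaged at 20x; PNC prevalence scored by image analysis.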
* = called active by the depositor; ? = inconclusive; nt = no result given; & = joins results of further samples; [ ] = another dose, or the depositor's remark. Unless noted, calls come from the whole dose curve; as a rule, active = well fitted curve in the direction sought with a large enough effect; inconclusive = small, poorly fitted or top-dose-only effect, or another doubt; inactive = no such curve, though single readings can be large; an effect the other way counts as inactive or inconclusive. Unless noted, % is set by controls: 0 for no effect and ±100 for the full control effect.

15-hLO-2 inh	ALOX12 inhib	IMPase cell inh	PNC inhibitor	Compound
-6%	2%	-9	6	Cc1noc(C)c1C(=O)NCCCc1ccccc1
nt	0%	nt	19	Cc1cc(C)c2c(C)c(C(=O)Nc3c(C)n(C)n(-c4ccccc4)c3=O)oc2c1
-1%	-6%	8	-15	CC(C)OC(=O)CSc1nc2cccnc2n1C1CCCCC1
19%	-14%	19	0	CC(=O)Nc1c(O)nc(SCC(=O)N2CCN(c3ccc(F)cc3)CC2)[nH]c1=O
-15%	-14%	0	57	N#Cc1c(NC(=O)Cn2nc(C(F)(F)F)c3c2CCCC3)sc2c1CCC2
-11%	-12%	-2	?	CC(C)(C)NC(=O)NC(=O)COC(=O)CCCc1c[nH]c2ccccc12
-2%	-9%	10	34	O=C1CC(c2ccccc2)C(=O)N1c1cccc(O)c1 (stereo not drawn)
0%	0%	-3	-17	Cc1nc(NC(=O)CSc2nnc3ccccn23)c(Cl)cc1Cl
0%	5%	-9	17	CC(C)Cc1nnc(NC(=O)CCN2C(=O)c3ccccc3C2=O)s1
-1%	-6%	-1	6	CCCn1nnnc1NCc1cccn1C
4%	-3%	-3	-13	CCOC(=O)c1nnn(-c2nonc2N)c1-c1cccs1
-1%	3%	?	10	NC(=O)NCc1ccc(Cl)cc1
4%	-7%	2	2	CC(C)Cn1c(N)c(C(=O)COC(=O)c2ccc3ccccc3n2)c(=O)n(C)c1=O
0%	-4%	3	20	CCC(C)(C(=O)NC1CCCCC1)N(C(=O)c1cnccn1)c1c(C)n(C)n(-c2ccccc2)c1=O (stereo not drawn)
nt	1%	nt	-21	Cc1ccc2cc(C3CC(c4ccco4)=NN3C(=O)CCC(=O)O)c(Cl)nc2c1 (stereo not drawn)
-12%	0%	nt	nt	O=C(c1csnn1)N1CCC2(CC1)CCN(c1ccncc1)CC2
-1%	-1%	9	4	COc1cc(Br)cc2cc(C(=O)N3CCN(C(=O)c4ccco4)CC3)c(=O)oc12
-11%	?	26	?	Cc1cc2c(=O)n(Cc3ccco3)c(SCC(=O)c3ccc(Cl)s3)nc2s1
3%	-4%	-2	-21	Cc1cc(C)c(C#N)c(Nc2ccc3c(c2)OCCO3)n1
-5%	-8%	7	31	CCCn1c(C)cc(C(=O)COC(=O)c2cc(S(=O)(=O)NCC(C)C)c(Cl)cc2Cl)c1C
nt	-1%	nt	?	COc1ccc(CCNC(=O)Cn2cc(C(F)(F)F)cc(Cl)c2=O)cc1
nt	-4%	nt	17	CC(=O)N1N=C(c2ccco2)CC1c1ccc(C)cc1 (stereo not drawn)
-11%	-24%	nt	nt	COC(=O)[C@@]1(Cc2ccc(OC)cc2)[C@H]2c3cc(C(=O)N(C)C)n(CCc4c[nH]c5ccc(O)cc45)c3C[C@H]2CN1C(=O)c1ccccc1
nt	?	10	?	Fc1ccccc1COc1ccc(/C=N/NC(=S)NCc2ccccc2)cc1
nt	10%	nt	?	COc1ccc(-n2c(SCc3ccc([N+](=O)[O-])cc3)nnc2-c2ccc(C)cc2)cc1
2%	-1%	6	10	COc1ccc(-n2c(Cn3c(=O)sc4ccccc43)nnc2SCC(=O)N2CCCC2)cc1
-1%	-3%	-2	?	O=C(C1CC1)N1CCc2cc(Br)cc(S(=O)(=O)N3CCCCCC3)c21
2%	-1%	4	18	CC1CCc2nn(CC(=O)NCc3ccc4c(c3)OCO4)cc2C1 (stereo not drawn)
-6%	-3%	2	?	COc1cc2c(C)nc3onc(-c4ccccc4)c3c2cc1OC
3%	-5%	8	14	Cn1c(=O)c2c3c(sc2n2c(SCc4ccc5c(c4)OCO5)nnc12)COC(C)(C)C3
-7%	-7%	0	-29	COc1ccc(-n2c(C)cc(C(=O)CSc3nnc(-c4ccoc4C)n3C)c2C)cc1
nt	-7%	-1	-29	COc1ccc(-c2nc(SC(CC(=O)NCc3ccccc3)c3ccc(OC)c(OC)c3)n[nH]2)cc1 (stereo not drawn)
5%	-8%	1	23	CC1CCc2cc(F)ccc2N1C(=O)CSc1nnc2c3ccccc3n(C)c2n1 (stereo not drawn)
-4%	-3%	?	-26	N#Cc1c(SCC(N)=O)nc(-c2ccccc2)c2c1CCCC2
8%	3%	nt	nt	O=C(c1ccco1)N1CCC2(CCN(Cc3ccncc3)CC2)CC1
2%	3%	1	35	CCOc1ccc(N(CC(=O)OC)S(=O)(=O)c2ccc(OC)c(OC)c2)cc1
4%	-3%	-2	-5	O=C(NCCn1ccc2ccccc21)c1ccc(S(=O)(=O)N2CCOCC2)cc1
10%	-5%	-5	49	O=C(c1cc(-c2ccccc2)nc2ccccc12)N1CCN(c2ccccn2)CC1
22%	-5%&-6%	nt	32	COC(=O)[C@@]1(Cc2ccc(F)cc2)[C@H]2c3cc(C(=O)N4CCCC4)n(Cc4ccc(C(F)(F)F)nc4)c3C[C@H]2CN1C(=O)c1ccccc1
-10%	-7%	7	29	O=C(Nc1ccc2c(c1)OCO2)c1cccc(F)c1

Three compounds from above, arranged by count of non-hydrogen atoms, low to high.
15-hLO-2 inh	ALOX12 inhib	IMPase cell inh	PNC inhibitor	Compound
-10%	-7%	7	29	O=C(Nc1ccc2c(c1)OCO2)c1cccc(F)c1
2%	3%	1	35	CCOc1ccc(N(CC(=O)OC)S(=O)(=O)c2ccc(OC)c(OC)c2)cc1
-7%	-7%	0	-29	COc1ccc(-n2c(C)cc(C(=O)CSc3nnc(-c4ccoc4C)n3C)c2C)cc1

More records
15-hLO-2 inh	ALOX12 inhib	IMPase cell inh	PNC inhibitor	Compound
1%	-3%	-4	3	Cc1cccc(N2CCN(Cc3ccoc3)CC2)c1C
-10%[11.4 µM]	-5%[11.4 µM]	nt	nt	C=C(Br)CN(C)CC(=C)Br
nt	3%	17[0.0738 µM]	-1	O=C(Cc1cccc2ccccc12)N/N=C/c1ccc(OC(=O)/C=C/c2ccco2)cc1
nt	2%	nt	?	CC(C)(C)C(=O)N1CCC[C@@]1(CO)C(=O)O
1%	2%	14	14	Cc1ccc(Oc2ccccc2/C=N/O)cc1
nt	9%	0	6	O=C(NC1CCCC1)C(c1cccnc1)N(C(=O)c1csnn1)C1CCCC1 (stereo not drawn)
nt	5%	nt	0	CC1CCCC(NC(=S)NC(=O)c2cncc(Br)c2)C1C (stereo not drawn)
nt	-7%	nt	-26	Cc1ccc(OCC(=O)N/N=C/c2cn(Cc3ccccc3)c3ccccc23)cc1
-15%	-10%	4	35	COc1ccc(S(=O)(=O)Nc2ccccc2SC)cc1C
-4%	-6%	-5	1	COc1ccc(S(=O)(=O)Nc2ccc(C(F)(F)F)cc2)cc1OC
-30%	-21%	-6	-7	N#Cc1c2n(c3c(=S)nc[nH]c13)CCCCC2
-6%	-4%	1	?	Cc1ccnc2nc(C(=O)Nc3nccs3)nn12
2%	8%	-4	-9	COC(=O)C1=C(C)NC(C)=C(C(=O)OC)C1c1ccccc1OCc1c(C)no[n+]1[O-]
15%	-3%	0	22	CCOC(=O)C(NC(C)=O)(N1CCc2ccccc2C1)C(F)(F)F (stereo not drawn)
46%[activator]	4%	3	-15	CCN1CCN(CCNC(=O)C2CCCN(Cc3nc(-c4cccc(Cl)c4)oc3C)C2)CC1 (stereo not drawn)
-2%	-1%	0	35	Cc1ccc(S(=O)(=O)n2nc(C)cc2C)cc1
14%	-4%	3	-22	O=C(C1CCC1)N1CCc2cc(S(=O)(=O)NCc3ccccn3)ccc21
nt	28%	2	27	Cc1ccc(S(=O)(=O)C2(C(=O)N3CCN(C4CCCCC4)CC3)CC2)cc1
3%	3%	9	?	O=C(Nc1ccccc1)N(Cc1ccccc1)C1=NCCS1
-11%	-12%	-7	-21	CCOC(=O)c1ccccc1NC(=O)CSc1nnnn1C1CCCCC1
-6%[11.4 µM]	4%[11.4 µM]	nt	nt	C[N+]1(CCC(=O)c2ccco2)CC2CCC(CC2)C1 (stereo not drawn)
1%	-6%	8	?	Cc1ccc(N2C(=O)CSCC2=O)cc1
-4%	-5%	?	?	CCn1c(C)c(C(C)=O)c(N2CCN(C(=O)c3ccco3)CC2)nc1=S
0%	-2%	-11	-9	COc1ccc(C2SCCN2S(=O)(=O)c2ccccc2)cc1OC (stereo not drawn)
4%	6%	6	8	O=C(CSc1nnc(-c2ccccc2)n1C1CCCCC1)Nc1ccc(S(=O)(=O)Nc2ccccn2)cc1
nt	-6%	-8	0	Oc1ccc(NCc2ccccc2OCc2ccccc2)cc1
4%	-2%	3	10	CC(C)n1nc(C(=O)Nc2nnc(SCc3c(Cl)cccc3Cl)s2)c2ccccc2c1=O
1%	-1%	-4	8	COc1cc(C(=O)N2CC(C)OC(C)C2)c([N+](=O)[O-])cc1OC (stereo not drawn)
4%	-3%	4	3	CCC(=O)N1C(C(=O)O)CSC1c1ccc(OC)cc1 (stereo not drawn)
-4%	0%	11	17	CCCn1nc2cc(C(=O)NCC34CC5CC(CC(C5)C3)C4)ccc2c1OCC
9%	-8%	-11	14	Nc1nc2n(n1)C1(CCCCC1)C1=C(CCCC1)N2
4%[2.29 µM]	-7%	-4	?	CC1(C)CC(=O)c2cnc(NC(=O)Cc3ccc(Cl)cc3)nc2C1
-3%	6%	3	10	CC(=O)c1ccc(-n2nncc2C(C)(C)C)cc1
-8%	3%	-3	43	CC(C)(C)Cc1nnc(NS(=O)(=O)Cc2ccccc2)s1
10%	-1%	-4	10	Cc1ccnc(NC(=O)c2cc(S(=O)(=O)N3CCCCC3)ccc2Cl)c1
0%	0%	2	81	O=C(NCC(=O)N(CC1CCCO1)C(C(=O)NC1CCCCC1)c1ccccc1)c1cccs1 (stereo not drawn)
-11%[0.0915 µM]	-3%[0.00818 µM]	nt	nt	C[C@@H](O)CNC(C)(C)CC(=O)N[C@@H]1CCc2ccccc2N(Cc2ccc(-c3ccccc3-c3nn[nH]n3)cc2)C1=O
-1%	4%	0	21	Cc1ccc(/C=N/N2CCN(Cc3cccc4ccccc34)CC2)s1
-3%	-2%	-3	14	CCn1c(SCC(=O)Nc2nc(-c3ccccc3)cs2)nnc1-c1ccccc1
nt	-1%	nt	-7	CC(/C=C1\SC(=S)N(CCCC(=O)Nc2ccc(C(=O)O)cc2)C1=O)=C\c1ccccc1
nt	-3%	5	21	O=C(c1cnn2c(C(F)(F)F)cc(-c3cccs3)nc12)N1CCN(Cc2ccccc2)CC1
nt	7.9µM*	nt	?	Cc1c(Cl)cccc1NC(=S)NCCC(c1ccccc1)c1ccccc1
3%	1%	-1	?	CC(C)(C)N1CC(c2nc3ccccc3n2Cc2ccc(F)cc2)CC1=O (stereo not drawn)
-1%	4%	?	40	O=c1oc2cc(OCc3ccc(F)cc3F)ccc2cc1-c1ccccn1
nt	5%	-3	-9	CCOC(=O)C1CN(S(=O)(=O)c2ccc(OC)cc2)c2cc(S(=O)(=O)CC)ccc2O1 (stereo not drawn)

One compound at a time, from the list above.
`Cc1ccc(OCC(=O)N/N=C/c2cn(Cc3ccccc3)c3ccccc23)cc1` is listed with 15-hLO-2 inh: nt; ALOX12 inhib: -7%; IMPase cell inh: nt; PNC inhibitor: -26
`O=C(c1cnn2c(C(F)(F)F)cc(-c3cccs3)nc12)N1CCN(Cc2ccccc2)CC1` is listed with 15-hLO-2 inh: nt; ALOX12 inhib: -3%; IMPase cell inh: 5; PNC inhibitor: 21
